M5 PAM = potentiates acetylcholine response at human M5 receptor; P08912; 360,000 compounds, 0.3% hits; CHO-K1 hM5, Fluo-8 calcium, ACh EC20 PAM; 0% = ACh EC20, 100% = ACh EC100; activation, % at 3 µM; AID 624038;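 active = activation above the run cutoff, the mean activation of all test compounds plus 3 SD, cut at about 18% in these data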
Target sequence (P08912 whole entry, looked up): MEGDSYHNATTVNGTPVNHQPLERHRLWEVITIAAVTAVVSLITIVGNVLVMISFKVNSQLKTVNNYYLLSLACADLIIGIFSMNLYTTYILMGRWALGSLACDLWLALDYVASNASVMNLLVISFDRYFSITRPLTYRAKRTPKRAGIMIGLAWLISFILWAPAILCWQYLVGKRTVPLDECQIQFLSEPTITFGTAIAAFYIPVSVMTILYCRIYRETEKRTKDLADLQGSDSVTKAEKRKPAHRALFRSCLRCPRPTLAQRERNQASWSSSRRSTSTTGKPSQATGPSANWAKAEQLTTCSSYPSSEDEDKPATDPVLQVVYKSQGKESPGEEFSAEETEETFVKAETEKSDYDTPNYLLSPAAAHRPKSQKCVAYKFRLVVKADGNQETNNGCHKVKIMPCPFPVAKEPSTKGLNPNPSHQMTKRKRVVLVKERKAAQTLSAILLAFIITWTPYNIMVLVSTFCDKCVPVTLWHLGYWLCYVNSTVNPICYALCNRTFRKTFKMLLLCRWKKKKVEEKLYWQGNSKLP
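Assay system: CHO-K1 hM5 cells / Incubation: Fluo-8 loading 80 min at 37 °C plus 30 min room temperature / Technique: Fluo-8 calcium dye fluorescence, kinetic read / Repeats: single replicate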
CHO-K1 Ca antag = M1 antagonist counterscreen hit in parental CHO-K1 cells; 360,000 compounds, 0.6% hits; inhibition, % at 3 µM; ATP-induced calcium, Fluo-8 fluorescence;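 active = inhibition above a per-plate cutoff, the plate's mean sample inhibition plus 3 SD, cut at about 24% in these data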;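 also: 0% = DMSO plus EC80 ATP and 100% = DMSO alone without ATP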
M1 PAM parental = counter-screen for M1 PAMs: effect in parental CHO-K1 cells; ATP EC20, Fluo-8 calcium fluorescence; 0% at ATP EC20, 100% at ATP max; activation, % at 3 µM; 360,000 compounds, 0.02% hits;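 active = activation above the run cutoff, the mean activation of all test compounds plus 3 SD, cut at about 40% in these data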;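 also: peak over basal fluorescence ratio in a 140 s read after ATP addition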
M4 antag = antagonists of human muscarinic M4 receptor (CHRM4) | P08173 | CHO-hM4 cells, ACh EC80, Fluo-8 calcium fluorescence | inhibition, % at 3 µM | 360,000 compounds, 0.73% hits | AID 624125;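 active = inhibition above its plate's cutoff, the mean inhibition of sample wells plus 3 SD, cut at about 27% in these data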;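 also: 0% = acetylcholine EC80 with DMSO and 100% = DMSO without agonist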
Target sequence (P08173 whole entry, looked up): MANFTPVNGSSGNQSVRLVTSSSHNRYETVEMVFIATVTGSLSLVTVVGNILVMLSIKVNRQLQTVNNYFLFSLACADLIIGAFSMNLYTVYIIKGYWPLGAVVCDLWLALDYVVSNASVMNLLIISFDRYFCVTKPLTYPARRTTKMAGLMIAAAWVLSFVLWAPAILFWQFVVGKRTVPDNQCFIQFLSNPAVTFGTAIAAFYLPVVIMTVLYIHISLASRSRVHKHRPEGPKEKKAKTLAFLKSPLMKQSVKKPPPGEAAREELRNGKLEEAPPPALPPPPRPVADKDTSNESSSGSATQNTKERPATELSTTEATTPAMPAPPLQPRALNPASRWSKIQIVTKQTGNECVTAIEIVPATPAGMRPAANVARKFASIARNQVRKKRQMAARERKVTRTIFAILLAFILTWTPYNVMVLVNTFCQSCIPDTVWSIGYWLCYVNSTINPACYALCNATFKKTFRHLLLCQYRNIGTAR
CHRM4 PAM = positive allosteric modulators of human muscarinic M4 receptor; CHO-K1 hM4/Gqi5, Fluo-8 calcium fluorescence, ACh EC20; 0% = ACh EC20, 100% = maximal ACh; activation, % at 3 µM; 360,000 compounds, 0.4% hits;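 active = activation above its plate's cutoff, the mean activation of sample wells plus 3 SD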; also: some results filed as inactive read as strong as hits
CHRM4 agonist = CHRM4 agonism in calcium assay | P08173 | CHO-K1 hM4/Gqi5, Fluo-8 calcium fluorescence; vehicle 0%, full acetylcholine response 100% | activation, % at 3 µM | 360,000 compounds, 0.14% hits | AID 624127;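 active = activation above the run mean over all test wells plus 3 SD, cut at about 32% in these data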;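 also: peak over basal fluorescence ratio per well then scaled between controls; 0% = DMSO wells and 100% = acetylcholine at EC100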
CHRM5 agonist = agonists of human muscarinic M5 receptor (CHRM5). P08912. CHO-K1 hM5 cells, Fluo-8 calcium fluorescence; 0% DMSO wells, 100% maximal acetylcholine response. activation, % at 3 µM. 360,000 compounds, 0.19% hits;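 active = activation above the run's mean over test compounds plus 3 SD, cut at about 23% in these data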;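 also: signal is peak over basal fluorescence ratio across the kinetic read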
CHO-K1 Ca ag = nonselective activator or artifact in parental CHO-K1 cells | Fluo-8 calcium fluorescence; scaled to maximal ATP response, vehicle zero | 360,000 compounds, 0.48% hits | activation, % at 3 µM; in the data active = activation above about 15%;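 also: untransfected CHO-K1 host cells lacking M1 receptor as counterscreen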
M5 antag = blocks acetylcholine activation of human M5 receptor; P08912; CHO-hM5 cells, Fluo-8 calcium fluorescence, ACh EC80; inhibition, % at 3 µM; 360,000 compounds, 0.59% hits; AID 624040;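 active = inhibition above a per-plate cutoff, the mean of that plate's test compounds plus 3 SD, cut at about 27% in these data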;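 also: 0% = acetylcholine EC80 with DMSO and 100% = DMSO without agonist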
Starred values were filed as active, the others as inactive.

SMILES | M5 PAM | CHO-K1 Ca antag | M1 PAM parental | M4 antag | CHRM4 PAM | CHRM4 agonist | CHRM5 agonist | CHO-K1 Ca ag | M5 antag
COc1ccc(C(=O)N[C@H](C(=O)NC2CCCCC2)C(C)C)cc1 | -2 | -6 | -11 | -6 | 2 | 1 | 1 | 0.1 | -1
O=C(Nc1cccnc1Cl)c1cc(-c2ccccc2O)on1 | -7 | -9 | -10 | 4 | -5 | 2 | -3 | 0.7 | 18
COc1ccc(OC)c(NC(=O)C2CCCN(S(C)(=O)=O)C2)c1 (configuration not stated) | -5 | 5 | -9 | 7 | -5 | 0 | -1 | 0.2 | 13
CCCCN1CC(C(=O)NCc2ccc(C)cc2)CC1=O (configuration not stated) | -1 | -14 | -7 | 9 | -3 | 1 | 2 | 1.2 | 3
O=C1/C(=C/c2cccnc2)SC(=NCc2ccccc2)N1Cc1ccccc1 | 0 | -16 | 31 | -10 | 14 | 1 | 0 | 1.4 | -17
CCC1(CC)N=C(c2ccccc2)C(=S)N1 | 1 | -1 | -8 | -3 | 0 | 0 | -6 | 0.1 | 5
CN1CCN(C(=O)/C=C/c2ccc(Cl)c(Cl)c2)CC1 | -5 | -3 | -15 | 1 | 4 | 2 | -2 | 1.0 | 16
Cc1ccc2sc(N(CCCN(C)C)C(=O)c3ccc(Br)s3)nc2c1C | -9 | -4 | 15 | 5 | -25 | 10 | -10 | 4.9 | 9
CC1=C(C)CC(C(=O)NCc2cccc(Cl)c2)C(C(=O)O)C1 (configuration not stated) | 0 | 9 | -6 | -11 | 7 | 1 | -1 | -0.1 | 4
O=C(NC1CCCC1)C1c2ccccc2OCC(=O)N1C1CC1 (configuration not stated) | 1 | -5 | 8 | 11 | 1 | 0 | -2 | 1.6 | -1
CCc1nnc(NC(=O)C2CCN(C(=O)NC3CCCCC3)CC2)s1 | 7 | -16 | 16 | 4 | 16 | 1 | -1 | 0.5 | -8
CN(N=Nc1cccc([N+](=O)[O-])c1)c1ccccc1 | -1 | -3 | 4 | 0 | -4 | 0 | -3 | -0.1 | 12
O=C(N/N=C/C(Br)=C/c1ccccc1)c1cnccn1 | -5 | 0 | 16 | 4 | -11 | 1 | -2 | 11 | 16
COc1ccc(C(C)(O)c2nc(-c3cc(F)cc(F)c3)cs2)cc1 (configuration not stated) | -4 | 2 | -9 | 10 | -5 | 1 | -1 | 0.5 | 3
Cn1ccsc1=NC(=O)c1ccc([N+](=O)[O-])o1 | 0 | -8 | 11 | 0 | 0 | 0 | -1 | 1.1 | 2
CCCCc1ccc(NC(=O)CN2C(=O)C3CCCCC3C2=O)cc1 (configuration not stated) | 0 | 11 | -27 | -3 | 4 | 2 | 0 | 0.1 | -1
NS(=O)(=O)c1ccc(NC(=O)CN2C(=O)CCC2=O)cc1 | 6 | -4 | 18 | 2 | 1 | 1 | 1 | 4.8 | -6
CCN1CCN(c2nc(-c3ccc(F)cc3)cc(=O)[nH]2)CC1 | 7 | -6 | 14 | -2 | -4 | 1 | 0 | 0.5 | 5
CC1CCN(C(=O)CN(c2ccc3c(c2)OCCO3)S(=O)(=O)c2ccccc2)CC1 | -1 | -1 | 19 | -6 | -2 | 5 | 1 | 3.0 | -3
O=C(c1ccc(Cl)c([N+](=O)[O-])c1)N1CCCc2ccccc21 | 3 | -6 | 17 | -3 | 0 | 1 | -2 | 1.6 | 3

Compounds above that contain a Cl atom:
SMILES | M5 PAM | CHO-K1 Ca antag | M1 PAM parental | M4 antag | CHRM4 PAM | CHRM4 agonist | CHRM5 agonist | CHO-K1 Ca ag | M5 antag
O=C(Nc1cccnc1Cl)c1cc(-c2ccccc2O)on1 | -7 | -9 | -10 | 4 | -5 | 2 | -3 | 0.7 | 18
CN1CCN(C(=O)/C=C/c2ccc(Cl)c(Cl)c2)CC1 | -5 | -3 | -15 | 1 | 4 | 2 | -2 | 1.0 | 16
CC1=C(C)CC(C(=O)NCc2cccc(Cl)c2)C(C(=O)O)C1 (configuration not stated) | 0 | 9 | -6 | -11 | 7 | 1 | -1 | -0.1 | 4
O=C(c1ccc(Cl)c([N+](=O)[O-])c1)N1CCCc2ccccc21 | 3 | -6 | 17 | -3 | 0 | 1 | -2 | 1.6 | 3

Carrying on.
SMILES | M5 PAM | CHO-K1 Ca antag | M1 PAM parental | M4 antag | CHRM4 PAM | CHRM4 agonist | CHRM5 agonist | CHO-K1 Ca ag | M5 antag
CC(=O)Nc1ccc(S(=O)(=O)NCC(=O)OCC(=O)NCCc2ccccc2)cc1 | -6 | 15 | -14 | 0 | 0 | 0 | 0 | -0.1 | 5
COc1ccc(Nc2oc(COc3ccc(Cl)cc3)nc2C#N)cc1 | -12 | 3 | 19 | 0 | -9 | 1 | -8 | 2.0 | -2
Cc1ccc(F)cc1-c1cc(C(=O)NCc2cc(C(F)(F)F)cc(C(F)(F)F)c2)[nH]n1 | 4 | 9 | 6 | 13 | -7 | 2 | -1 | 5.3 | 1
CC(C)(C)NC(=O)COC(=O)c1ccc(Cl)cc1O | 4 | -10 | 14 | 6 | -2 | 1 | -2 | 2.0 | 11
CCCN(CC(=O)Nc1ccccc1C)C(=O)CCCNC(=O)c1ccc(Cl)cc1 | 0 | -9 | 11 | 8 | 3 | 4 | -1 | 1.4 | 5
Cc1ccc(S(=O)(=O)NNC(=O)c2ccc(NC(=O)C3CC3)cc2)cc1 | -4 | 9 | -14 | 13 | 3 | 1 | -4 | 3.5 | 7
CN(Cc1ccco1)C(=O)c1ccc(OC2CCN(Cc3ccccn3)CC2)cc1 | 0 | -3 | 22 | -15 | 3 | 2 | -7 | 0.4 | -17
O=C(CC1C(=O)NCCN1Cc1ccccc1C(F)(F)F)NCCn1cccn1 (configuration not stated) | 4 | -17 | -1 | -5 | 3 | 2 | -1 | 1.6 | 13
CCOC(=O)C(CSCc1ccccc1)NC(=O)OC(C)(C)C (configuration not stated) | 0 | -8 | 18 | -12 | 4 | 4 | -5 | 3.8 | -9
COc1ccc(CN(C)C(=O)c2ccc(COc3ccccc3)cc2)c(OC)c1 | -6 | -14 | -2 | -3 | -4 | 3 | -3 | 2.9 | 7

Compound profiles, as listed above:
Cn1ccsc1=NC(=O)c1ccc([N+](=O)[O-])o1 is entered as M5 PAM: 0; CHO-K1 Ca antag: -8; M1 PAM parental: 11; M4 antag: 0; CHRM4 PAM: 0; CHRM4 agonist: 0; CHRM5 agonist: -1; CHO-K1 Ca ag: 1.1; M5 antag: 2
CN1CCN(C(=O)/C=C/c2ccc(Cl)c(Cl)c2)CC1 is entered as M5 PAM: -5; CHO-K1 Ca antag: -3; M1 PAM parental: -15; M4 antag: 1; CHRM4 PAM: 4; CHRM4 agonist: 2; CHRM5 agonist: -2; CHO-K1 Ca ag: 1.0; M5 antag: 16

(more compounds)
SMILES | M5 PAM | CHO-K1 Ca antag | M1 PAM parental | M4 antag | CHRM4 PAM | CHRM4 agonist | CHRM5 agonist | CHO-K1 Ca ag | M5 antag
CC(C)(C)N1C(=O)Cc2c1nc(N)c1c(N)nc(N3CCCCC3CO)c(C#N)c21 (configuration not stated) | -4 | -1 | 11 | 2 | -5 | 2 | -3 | 1.4 | -4
O=C1CC(C(=O)N2CCc3ccccc32)CN1c1cccc(C(F)(F)F)c1 (configuration not stated) | -3 | -14 | 5 | 2 | 4 | 0 | -1 | 0.2 | 10
CCCc1nc(-c2cc3ccccc3[nH]c2=O)no1 | -4 | -12 | 22 | -12 | 0 | 0 | 5 | 0.4 | -2
O=C(O)c1ccc(N/N=C/c2c(F)cccc2Cl)cc1 | 0 | -13 | 8 | 18 | 2 | 2 | 4 | 1.3 | 1
COc1cccc(C2Nc3cccc4cccc(c34)N2)c1 | -2 | -16 | 25 | 5 | 3 | 1 | 0 | 0.9 | 7
CCOc1ccc(C(=O)CCC(=O)NCC(=O)Nc2c(C)cccc2C)cc1 | -4 | -7 | 4 | -1 | 2 | 0 | -2 | -0.2 | 3
CCCCCCN1C[C@H](n2cc(-c3ccc(F)cc3)nn2)[C@@H](O)C[C@@H]1c1ccc(OC)cc1 | -7 | -6 | -5 | -17 | 2 | 0 | 1 | -0.1 | 8
Cc1nn(C)c(Oc2ccccc2)c1CCNS(=O)(=O)c1ccccc1 | -2 | -15 | -17 | -7 | -8 | 6 | -3 | 0.7 | -11
CN1C2CCC1CC(NC(=O)CSCc1ccc(Cl)cc1Cl)C2 (configuration not stated) | -10 | -5 | 6 | -9 | -6 | 1 | -20 | 0.6 | 8
CCn1cc(S(=O)(=O)N2CCN(Cc3cccc(Cl)c3)CC2)cn1 | -6 | -2 | 1 | 8 | 2 | 2 | 0 | 0.6 | 16
CCc1ccc(/C=C(\C#N)C(=O)NC2CCS(=O)(=O)C2)cc1 (configuration not stated) | 11 | -1 | -11 | -13 | 7 | 1 | 2 | 0.3 | 8
Cc1ccc2oc(C(=O)N(CCO)Cc3ccccc3)c(C)c2c1 | 2 | -11 | 19 | 7 | -4 | 1 | -1 | 1.4 | 6
N#Cc1ccc(S(=O)(=O)N2CCCCC2c2cc(C(=O)NCc3cccnc3)no2)cc1 (configuration not stated) | -2 | 8 | 9 | 4 | -6 | 1 | -1 | 4.0 | 3
CCOc1cc([N+](=O)[O-])cc(/C=C2/NC(=O)N(Cc3ccccc3F)C2=O)c1O | -2 | -7 | 6 | 3 | -1 | -2 | 9 | 0.0 | 8
O=C(OCn1nnc2ccccc2c1=O)c1ccc(Br)o1 | -4 | -23 | 6 | -4 | 5 | 1 | -1 | -0.1 | 9
CCCc1cc(=O)[nH]c(Nc2ccc(Cl)cc2)n1 | -9 | 10 | -12 | -14 | 4 | 5 | 7 | 2.4 | 11
COc1ccc(C(=O)O/N=C(\N)Cc2cccs2)cc1OC | 0 | 1 | -5 | -1 | 6 | 1 | -1 | 0.2 | 1
Cc1onc(-c2c(F)cccc2Cl)c1C(=O)N1CCc2ccccc2C1 | -4 | -7 | 20 | 11 | -4 | 1 | -6 | 0.3 | -1
COC(=O)c1ccc(C(=O)OC)c(NC(=S)N2CCCCC2C)c1 (configuration not stated) | 1 | -4 | 18 | 7 | -1 | 0 | -1 | 0.3 | -3
O=S(=O)(c1ccc(F)cc1)n1ccc(-c2cnc(-c3ccccc3)s2)n1 | -3 | 9 | -1 | -7 | 2 | 0 | 1 | 0.0 | 4
Cc1ccc(Nc2nc3nonc3nc2N(C)C)cc1 | 2 | 5 | -6 | 7 | -4 | 0 | -7 | -0.6 | -1
CSc1ncccc1C(=O)N1CCN(S(=O)(=O)c2ccc(F)cc2)CC1 | -3 | 1 | -8 | 6 | -3 | 1 | 0 | 2.4 | 6
COc1cccc(CCNC(=O)c2cc(COc3ccc(C)c(C)c3)on2)c1OC | -3 | -10 | 14 | -11 | -2 | 5 | 0 | 2.5 | -1
CCCCOC(=O)/C=C/c1c(C)[nH]c(=O)[nH]c1=O | 8 | -7 | 8 | -3 | 22* | 1 | -4 | -0.2 | 4

Screening results (PubChem BioAssay)
